High-throughput results from PubChem BioAssay.
NCI-60 one-dose screen, 48 h, at 10 µM unless noted. Numbers give growth in % (100 = growth as untreated, 0 = no growth, -100 = all killed).
NCI-H322M: NCI-H322M lung cancer; 80,000 tested, 2.7% active; AID 1794733
NCI-H460: NCI-H460 lung cancer | 82,000 tested, 6.8% active | AID 1794736
HT29: HT29 colon cancer; 81,000 tested, 7.4% active
NCI-H522: NCI-H522 lung cancer. 78,000 tested, 8% active. AID 1794739
HCT-15: HCT-15 colon cancer. 82,000 tested, 5.2% active
HCT-116: HCT-116 colon cancer | 82,000 tested, 7.3% active | AID 1794798
COLO 205: COLO 205 colon cancer | 79,000 tested, 7.3% active | AID 1794742
NCI/ADR-RES: NCI/ADR-RES ovarian cells | AID 1794790 | 81,000 tested, 4.4% active
NCI-H226: NCI-H226 lung cancer | 79,000 tested, 3.5% active | AID 1794732
Starred values were filed as active, the others as inactive; . = no result given; & = joins results of further samples. The calls were made as follows: active = growth percent below 10; inactive = the rest.

cpd | SMILES | NCI-H322M | NCI-H460 | HT29 | NCI-H522 | HCT-15 | HCT-116 | COLO 205 | NCI/ADR-RES | NCI-H226
1 | O=C(Cn1c(=O)[nH]c2ccccc2c1=O)NCc1n[nH]c(=S)o1 | 90 | 101 | 109 | 101 | 101 | 106 | 117 | 101 | 101
2 | CSc1nc(N)c(C=O)c(=O)n1C | 151 | 114 | 118 | 102 | 103 | 103 | 116 | 107 | 109
3 | Cc1nn(-c2ccc(Cl)cc2)c(C)c1N=Nc1ccc(Br)cc1 | 97 | 104 | 77 | 69 | 98 | 89 | 107 | 109 | 98
4 | O=C1c2cccc3c(-c4ccc(-c5nc6c7ccccc7c7ccccc7c6[nH]5)cc4)ccc(c23)C(=O)N1C1CCCCC1 | 97 | 80 | 94 | 95 | 69 | 84 | 88 | 101 | 90
5 | CCOc1cccc(C2CC(=O)Nc3cc4c(cc32)OCO4)c1 (stereo not drawn) | 91 | 94 | 89 | 66 | 77 | 81 | 97 | 82 | 65
6 | N#CC(C#N)N=Nc1cccnc1 | 96 | 102 | 92 | 91 | 111 | 87 | 121 | 101 | 82
7 | NC(=O)CSc1nc2ccccc2c(=O)n1CCc1ccc(S(N)(=O)=O)cc1 | 109 | 102 | 108 | 86 | 100 | 108 | 114 | 103 | 108
8 | Cc1sc2nc(NCCO)[nH]c(=O)c2c1C | 100 | 102 | 95 | . | 101 | 89 | 92 | 98 | 90
9 | CCN(CC)c1ccc(NC(C(=O)c2ccccc2)c2ccccc2)cc1 (stereo not drawn) | 83 | 80 | 12 | 22 | -16* | -20* | 21 | 25 | 60
10 | CN(C)CCOc1ccc(-c2nc3ccc(-c4nc5ccc(N6CCN(C)CC6)cc5[nH]4)cc3[nH]2)cc1 | 78 | 56 | 42 | 60 | 101 | 48 | 45 | 108 | 29
11 | O=C(/C=C/C(=O)Oc1ccccc1C(=O)O)Oc1ccccc1C(=O)O | 87 | 106 | 106 | 98 | 99 | 98 | 105 | . | 106
12 | Cn1cc(CC2CC(=O)N(c3ccccc3)C2=O)sc1=Nc1ccccc1 (stereo not drawn) | 92 | 104 | 104 | 90 | 99 | 98 | 105 | 98 | 89
13 | O=C1NC(=O)/C(=C/c2cc3ccccc3nc2Cl)S1 | 101 | 102 | 90 | 70 | 98 | 87 | 99 | 94 | 87
14 | S=C1NCCOc2ccccc21 | 120 | 106 | 104 | 107 | 110 | 103 | 108 | 96 | 97
15 | CN(Cc1ccc(C(F)(F)F)nc1)c1cc(C(=O)Nc2ccccc2)ncn1 | 100 | 95 | 106 | 96 | 101 | 101 | 102 | 91 | 78
16 | Cc1cccc(OCC(=O)O)c1 | 107 | 98 | 92 | 82 | 98 | 96 | 106 | 98 | 104
17 | Cc1ccc(N2CCN(C(=O)c3c(-c4ccccc4)nnc4ccccc34)CC2)c(C)c1 | 110 | 103 | 98 | 55 | 72 | 102 | 95 | 80 | 93
18 | Cc1c(O)ccc(SC#N)c1C | 117 | 99 | 112 | . | 97 | 88 | 97 | 106 | 109
19 | COc1ccc(C2OC23Cc2ccccc2C3=O)cc1OC (stereo not drawn) | 88 | 100 | 112 | 87 | 98 | 102 | 130 | 105 | 94
20 | CN(C)CCOc1nc2c3ccncc3cc(-c3cccc(Cl)c3)c2c2cnccc12 | 44 | 11 | 17 | 32 | 22 | 11 | 14 | 15 | 35
21 | CC(CC(=O)c1ccccc1)=NCCCN=C(C)CC(=O)c1ccccc1 | 101 | 101 | 115 | 101 | 97 | 97 | 108 | 97 | 81
22 | CC(C)OC(=O)CO | 107 | 103 | 111 | 96 | 105 | 113 | 102 | 97 | .
23 | Cc1ccccc1NC(=O)C(C)C | 108 | 106 | 109 | 102 | 111 | 108 | 91 | 102 | 98
24 | O=C(Nc1nccs1)c1ccc(Cl)cc1 | 108 | 110 | 110 | 98 | 105 | 103 | 102 | 114 | 102
25 | COc1ccc(/C=C/c2cc(/C=C/c3ccc(OC)c(OC)c3OC)n(-c3ccccc3)n2)c(OC)c1OC | 85 | 98 | 68 | 60 | 82 | 71 | 105 | 88 | 106
26 | O=Cc1cccc2c([N+](=O)[O-])cccc12 | 102 | 104 | 95 | 93 | 107 | 105 | 109 | 108 | 96
27 | CSc1cc(C)[o+]c(C)c1 | 91&97 | 122&104 | 97&97 | 83&87 | 100&97 | 103&97 | 112&114 | 100&94 | 95&99
28 | COc1cccc(-c2nn(-c3ccccc3)cc2-c2ccnc(NCCCO)c2)c1 | 66 | 18 | 7.7* | 18 | 26 | 23 | 11 | 7.3* | 69
29 | O=[N+]([O-])c1cc(S(=O)(=O)Oc2ccccc2)ccc1Cl | -13* | 1.7* | . | 14 | 41 | -55* | 5.6* | 47 | 75
30 | CCOCCOC(=O)c1ccccc1C(=O)OCCOCC | 106 | 105 | 109 | . | 97 | 93 | 124 | 104 | 97
31 | Cc1cccc2cc(-c3cc4ccccc4[nH]3)c(=O)oc12 | 84 | 100 | 109 | 96 | 104 | 101 | 111 | 98 | 97
32 | CC(C)Cc1ccc(-c2ccc(=O)n(-c3ccc(S(N)(=O)=O)cc3)n2)cc1 | 83 | 102 | 108 | . | 88 | 93 | 114 | 102 | 89
33 | CCN1C(=S)N(CC)C2C1NN=c1s/c(=C3\C(=O)N(C(C)C)c4ccccc43)c(=O)n12 (stereo not drawn) | 80 | 76 | 64 | 82 | 91 | 29 | 95 | 68 | 89
34 | COc1cc(C(=O)NNC(=O)CSc2nnc(-c3ccc(Cl)cc3)o2)cc(OC)c1OC | 94 | 100 | 109 | 91 | 105 | 102 | . | 97 | 102
35 | O=c1onc(-c2ccccc2)c2ccccc12 | . | 109 | 109 | 101 | 115 | 113 | 119 | 103 | .
36 | COc1cc(-c2c3c(cn2CCN2CCOCC2)-c2oncc2CC3)cc(OC)c1OC | 92 | 114 | 105 | 93 | 97 | 97 | 110 | 95 | 94
37 | O=C1C(Cl)=C(SC2=NCCN2)C(=O)c2ccccc21 | 100 | 70 | 102 | . | 83 | 65 | 111 | 87 | 92
38 | CC1CCCC1OC(=O)c1ccc([N+](=O)[O-])cc1 (stereo not drawn) | . | 105 | 98 | 102 | 101 | 98 | 112 | 104 | 99
39 | CC(=O)Nc1ccc(-n2cnc3cc(-c4ccc(O)cc4)ccc32)cc1F | 52 | 10 | -9.8* | -43* | 5.2* | 14 | -11* | 4.2* | 9.8*
40 | COCCOC(=O)Nc1c(Cl)cccc1Cl | 96 | 108 | 110 | 101 | 108 | 103 | 106 | 106 | 103
41 | COc1cccc(-c2nc3sccn3c2-c2ccnc(NCCNC(=O)c3cc(C(F)(F)F)cc(C(F)(F)F)c3)n2)c1 | 96 | 92 | 70 | 78 | 84 | 69 | 93 | 73 | 102
42 | O=C1/C(=C/c2ccc(Br)cc2)COc2ccc(O)cc21 | 96 | 102 | 29 | 16 | 43 | 17 | 87 | 95 | 95
43 | Cc1cc(Cl)c2c(c1)C(=N/O)/C(=C\c1ccco1)O2 | 102 | 87 | 95 | 12 | 99 | 94 | 120 | 105 | 87
44 | O=C(O)/C(=C\c1ccccc1Cl)c1ccccc1 | 106 | 106 | 113 | . | 108 | 100 | 119 | 102 | 97
45 | O=C1C=CC(=O)N1c1cccc2c(N3C(=O)C=CC3=O)cccc12 | 99 | 109 | 100 | 57 | 112 | 82 | 37 | 93 | 93
46 | COc1cc(Cl)cc(-c2nn(C(=O)NCCN3CCN(C)CC3)cc2-c2ccncc2)c1 | 113 | 93 | 25 | 89 | 93 | 86 | 39 | 90 | 51
47 | CCCOc1cnc(N)nc1 | . | 105 | 102 | 100 | 99 | 108 | 109 | 101 | 100
48 | Cc1nn(-c2ccccc2)c2nc3nc(-c4ccncc4)nc(N)c3c(-c3ccc(Cl)cc3)c12 | 99 | 88 | 84 | . | 92 | 99 | 104 | 101 | 90
49 | COc1cc(-c2nc3ccccc3s2)cc(CN2CCN(c3ccccc3)CC2)c1O | . | 37 | 109 | 102 | 33 | 57 | 116 | 71 | 81
50 | COc1ccc(Cn2c(C(N)=O)cc3c2-c2nc(N)ncc2CCC3)cc1 | 89 | 98 | 93 | 103 | 91 | 101 | 101 | 110 | 99
51 | O=C(Nc1cccc(Cl)c1)c1cc(N=Nc2ccc([N+](=O)[O-])cc2Cl)ccc1O | 94 | 40 | 77 | -17* | 73 | 53 | 82 | 68 | 97
52 | CCc1cc(-c2cc(CC)on2)no1 | 103 | 124 | 104 | 97 | 107 | 101 | 112 | 112 | 116
53 | CC1=CCC[C@@H]2C1(C)CC[C@H](C)[C@@]2(C)CC1=CC(=O)C(SC(C)(C)C)=CC1=O (stereo partly drawn) | 88 | 84 | 77 | 63 | 86 | 64 | 100 | 85 | 85
54 | CO[C@H]1[C@H](n2ccc(=O)[nH]c2=O)O[C@@](CO)(OC)[C@H]1O | 79 | 103 | 96 | 90 | 99 | 96 | 106 | 101 | .
55 | Brc1ccc(Br)nn1 | -97* | -22* | -37* | -33* | -100* | -97* | -92* | -32* | -27*
56 | COc1ccc(-c2nn(-c3ccccc3)cc2/C=C2\SC(=Nc3ccc(C)cc3)NC2=O)cc1 | 93 | 104 | 86 | 87 | 91 | 99 | 112 | 99 | 94
57 | NS(=O)(=O)c1ccc(Nc2ncc3c(n2)CC(c2ccccc2)CC3=O)cc1 (stereo not drawn) | 105 | 104 | 102 | 96 | 94 | 106 | 110 | 104 | 103
58 | O=C(Oc1ccccc1)c1ccccc1Cl | 104 | 103 | 118 | 121 | 98 | 102 | 104 | 104 | 106
59 | O=C(O)CSc1ccc(NC(=O)Nc2ccccc2F)cc1 | 106 | 114 | 108 | 99 | 100 | 108 | 114 | 110 | .
60 | CCCCNc1nc(N)ncc1[N+](=O)[O-] | 120 | 103 | 104 | 80 | 102 | 106 | 129 | 102 | 102

Entries of single compounds as entered above. Values in the order: NCI-H322M | NCI-H460 | HT29 | NCI-H522 | HCT-15 | HCT-116 | COLO 205 | NCI/ADR-RES | NCI-H226
`CO[C@H]1[C@H](n2ccc(=O)[nH]c2=O)O[C@@](CO)(OC)[C@H]1O` as listed: 79 | 103 | 96 | 90 | 99 | 96 | 106 | 101 | .
`COc1ccc(Cn2c(C(N)=O)cc3c2-c2nc(N)ncc2CCC3)cc1` as listed: 89 | 98 | 93 | 103 | 91 | 101 | 101 | 110 | 99
`O=C(Oc1ccccc1)c1ccccc1Cl` as listed: 104 | 103 | 118 | 121 | 98 | 102 | 104 | 104 | 106
`O=C(Nc1cccc(Cl)c1)c1cc(N=Nc2ccc([N+](=O)[O-])cc2Cl)ccc1O` as listed: 94 | 40 | 77 | -17* | 73 | 53 | 82 | 68 | 97
`Brc1ccc(Br)nn1` as listed: -97* | -22* | -37* | -33* | -100* | -97* | -92* | -32* | -27*

Next part:
cpd | SMILES | NCI-H322M | NCI-H460 | HT29 | NCI-H522 | HCT-15 | HCT-116 | COLO 205 | NCI/ADR-RES | NCI-H226
61 | CSC1=Nc2c(c(C)c(C)n2CCCCCC(=O)O)C2=NC(=O)CN12 | 182 | 106 | 97 | 101 | 86 | 94 | 146 | 103 | 103
62 | O=CN(SSN(C=O)C1CCCCC1)C1CCCCC1 | 110 | 125 | 108 | -25* | 109 | 86 | 113 | 116 | 92
63 | O=C(CCl)Nc1ccc(NC(=O)c2ccccc2-c2ccccc2C(=O)O)cc1 | 101 | 115 | 107 | 70 | 105 | 97 | 105 | 106 | 102
64 | CCC(C)C(=O)Nc1nc(-c2ccc(S(=O)(=O)N(CC)CC)cc2)cs1 (stereo not drawn) | 97 | 89 | 85 | 67 | 62 | 87 | 93 | 86 | 60
65 | CC1(C2CCCC2)NC(=O)NC1=O (stereo not drawn) | 108 | 101 | 99 | 93 | 105 | 105 | 107 | 106 | 98
66 | NS(=O)(=O)c1ccc(Nc2nc(N/N=C/c3cccc4ccccc34)nc(Nc3ccccc3)n2)cc1 | 102 | 86 | 64 | 75 | 71 | 55 | 81 | 91 | 80
67 | O=C(Nc1ccc(C2=NCCN2)cc1)c1cc(C(=O)Nc2ccc(C3=NCCN3)cc2)cc([N+](=O)[O-])c1 | 99 | 99 | 99 | 93 | 105 | 93 | 110 | 99 | 96
68 | O=C(/C=C/c1cccc(C(F)(F)F)c1)Nc1ncc(Cc2ccccc2)s1 | 90 | 77 | 95 | 84 | 74 | 83 | 99 | 92 | 83
69 | CC1(C(=O)OCc2ccccc2)C(=O)C2=C(CCCC2)N1c1ccc([N+](=O)[O-])cc1 (stereo not drawn) | 86 | 101 | 87 | 89 | 95 | 86 | 94 | 88 | 103
70 | COc1cc(-c2nc(N=Nc3c(O)[nH]c4ccccc34)[nH]c(=O)c2C#N)cc(OC)c1OC | 99 | 108 | 106 | 91 | 100 | 102 | 112 | 102 | 97
71 | O=C1c2nccnc2C(=O)N1c1c(Cl)cc(Cl)cc1Cl | 97 | 108 | 96 | 95 | 107 | 99 | 108 | 101 | 109
72 | COc1cnc2c(c1)C(=O)c1c-2n(CCCN2CCCC2)c(=O)c2cc(F)ccc12 | 4.7* | -48* | -31* | . | -19* | -77* | -6.4* | -3.2* | -81*
73 | N#Cc1ccc(NC(=O)NCCCl)cc1 | 110 | 93 | 104 | 95 | 104 | 99 | 111 | 115 | 104
74 | CCCCCCn1c(-c2ccc(C(=O)O/N=C(\N)c3ccc4c(c3)OCO4)cc2)nc(-c2ccccc2)c1-c1ccccc1 | 74 | 4.2* | 36 | -59* | 7.8* | 2.7* | 36 | -53* | 65
75 | CCOC(=O)c1c(C)csc1NC(=O)CSCc1c(F)cccc1Cl | 96 | 108 | 86 | 80 | 88 | 76 | 107 | 90 | 96

Filtered by structure, those above containing a thiophene ring, fused or not.
cpd | SMILES | NCI-H322M | NCI-H460 | HT29 | NCI-H522 | HCT-15 | HCT-116 | COLO 205 | NCI/ADR-RES | NCI-H226
8 | Cc1sc2nc(NCCO)[nH]c(=O)c2c1C | 100 | 102 | 95 | . | 101 | 89 | 92 | 98 | 90
75 | CCOC(=O)c1c(C)csc1NC(=O)CSCc1c(F)cccc1Cl | 96 | 108 | 86 | 80 | 88 | 76 | 107 | 90 | 96
